FUS suppressor = qHTS for Suppressors of FUS Proteinopathy: Primary screen using FUS-linked yeast assay; S. cerevisiae FUS-expressing, growth rescue, OD600, 24 h; Potency, µM (doses to about 76.6 µM), for inactives: top-dose growth rescue (activation), hits mostly activators; 390,000 compounds, 0.24% hits;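 also: potency is read from the fitted curve at half-maximal effect; plate controls were DMSO vehicle for no effect and reference control for full effect; nearly all actives have a fitted effect of over 55% in size; some results filed as inactive show a strong effect at the top dose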
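Restored growth of FUS-toxic S. cerevisiae, read as 600 nm absorbance after 24 h at 30C in galactose medium (starting OD 0.005). Controls CP55940 and DMSO.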
Abeta yeast res = qHTS for compounds that reverse cellular toxicity of Amyloid beta (A-beta) peptide in yeast: Primary Screen | yeast expressing A-beta42, growth rescue, OD600, 48 h; response scale: 0% DMSO, 100% iron-clioquinol control | Potency, µM (top dose mostly 46.1 µM), inactives show top-dose growth rescue, hits mostly activators | 410,000 compounds, 0.063% hits | AID 1347071, 2019; also: potency is read from the fitted curve at half-maximal effect; nearly all actives have a fitted effect of over 55% in size
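Yeast growth medium received pinned compounds, then yeast cells expressing toxic A-beta were added; plates incubated at 30 C for 48 hr. Growth read as absorbance at 600 nm, normalized to DMSO and equimolar FeCl3 plus clioquinol controls.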
EPAC1 agonist = qHTS for Agonist of cAMP-regulated guanine nucleotide exchange factor 3 (EPAC1): primary screen. Rap guanine nucleotide exchange factor 3 (Homo sapiens), O95398. AID 720707, 2013. Potency, µM (highest dose often 154 µM), for inactives: at the top dose activation, actives largely listed as activators. 360,000 compounds, 0.073% hits. EPAC1 agonist qHTS, biochemical assay; response scale: 100% = response to 6.5 mM cAMP; also: potency is read from the fitted curve at half-maximal effect; nearly all actives have a fitted effect of over 60% in size
Target sequence (O95398 whole entry, looked up): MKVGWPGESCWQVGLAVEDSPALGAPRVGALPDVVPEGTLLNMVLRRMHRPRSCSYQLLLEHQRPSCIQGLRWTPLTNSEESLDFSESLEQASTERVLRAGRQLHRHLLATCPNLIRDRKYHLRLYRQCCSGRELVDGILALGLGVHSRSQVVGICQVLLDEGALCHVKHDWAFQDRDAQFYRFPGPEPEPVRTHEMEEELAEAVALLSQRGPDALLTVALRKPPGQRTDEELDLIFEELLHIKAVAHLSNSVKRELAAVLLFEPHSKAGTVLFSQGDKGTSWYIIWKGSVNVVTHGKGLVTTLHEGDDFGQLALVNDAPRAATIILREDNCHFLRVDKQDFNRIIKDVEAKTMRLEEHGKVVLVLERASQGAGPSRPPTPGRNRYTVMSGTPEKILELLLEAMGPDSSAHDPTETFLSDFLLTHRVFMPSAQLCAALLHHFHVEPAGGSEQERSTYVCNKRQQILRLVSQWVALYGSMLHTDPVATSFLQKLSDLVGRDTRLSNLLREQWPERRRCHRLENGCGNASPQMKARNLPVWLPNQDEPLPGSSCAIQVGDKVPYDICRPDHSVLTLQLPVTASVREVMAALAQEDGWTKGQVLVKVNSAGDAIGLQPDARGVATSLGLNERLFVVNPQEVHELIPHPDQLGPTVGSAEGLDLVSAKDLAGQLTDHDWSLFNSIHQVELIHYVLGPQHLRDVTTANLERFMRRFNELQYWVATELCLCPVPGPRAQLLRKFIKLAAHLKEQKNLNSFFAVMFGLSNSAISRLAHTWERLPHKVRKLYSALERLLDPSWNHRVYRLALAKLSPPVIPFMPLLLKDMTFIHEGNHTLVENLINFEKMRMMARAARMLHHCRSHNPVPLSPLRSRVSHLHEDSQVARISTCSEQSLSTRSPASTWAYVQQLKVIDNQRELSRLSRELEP
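Nucleotide exchange by EPAC1 (100 nM) on Rap1B–BODIPY-GDP (250 nM) in the presence of 50 uM GDP is tracked fluorescently at 480/540 nm over 30 min. Signals are normalized to a 6.5 mM cAMP control.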
EPAC1 antag = qHTS for Antagonist of cAMP-regulated guanine nucleotide exchange factor 3 (EPAC1): primary screen | AID 720709, 2013 | 360,000 compounds, 0.14% hits | Rap guanine nucleotide exchange factor 3 (Homo sapiens), O95398 | Potency, µM (series often up to 115 µM), without a hit: at the top dose activity change, negative = inhibition, most hits filed as inhibitors | EPAC1 GEF assay, Rap1b-BODIPY-GDP exchange fluorescence;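 also: potency is read from the fitted curve at half-maximal effect; plate controls were vehicle for no effect and positive control for full effect; nearly all actives have a fitted effect of over 50% in size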
aSyn yeast inh = qHTS of alpha-syn Inhibitors | Yeast expressing alpha-synuclein, growth rescue, BacTiter-Glo, 24 h | 370,000 compounds, 0.14% hits | AID 652106, 2013 | Potency, µM (titrated, usually from 46.1 µM), for the others: top-dose growth rescue (activation), most hits filed as activators; also: potency is read from the fitted curve at half-maximal effect; % of control where 0% means no effect; nearly all actives have a fitted effect of over 65% in size
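Screening used galactose-induced yeast with toxic alpha-synuclein levels, exposed to compound for 24 hr at 30 deg C. Cell growth, read with BacTiter-Glo luminescence, gave the measured signal.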
IL-2 act = qHTS of IL-2 Activators; 360,000 compounds, 0.065% hits; IL-2 activation reporter assay, cell-based qHTS; stimulated with anti-CD3/CD4/CD28 beads; in transgenic mouse T cells; activation, % (series mostly up to about 46 µM); in the data active = activation above about 50%; inconclusive = mostly about 30% to 49%; also: 0% is about no effect
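First, unstimulated transgenic mouse T cells were exposed to compound for 60 min. Next, anti-CD3/anti-CD4-coated beads with anti-CD28 were added. Finally, after 18 h at 37 degrees C, EGFP and DsRed were imaged.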
PLK1 PBD block = qHTS for Inhibitors of PLK1-PDB (polo-like kinase 1 - polo-box domain): Primary Screen. Plk1 PBD binding of FITC phosphopeptide, fluorescence polarization. AID 720504, 2013. Serine/threonine-protein kinase PLK1 (Homo sapiens), P53350. 360,000 compounds, 2.8% hits. Potency, µM, for the others: max response, negative = inhibition, hits mostly inhibitors; also: potency is read from the fitted curve at half-maximal effect; series mostly up to about 57 µM; % is scaled to controls: 0 for no effect and ±100 for the full control effect; nearly all actives have a fitted effect of over 65% in size
WRN helicase inh = qHTS for Inhibitors of WRN Helicase; Bifunctional 3'-5' exonuclease/ATP-dependent helicase WRN (Homo sapiens), Q14191; WRN helicase unwinding, fluorescent forked duplex, kinetic; Potency, µM (top dose mostly 114 µM), for the others: top-dose activity change, negative = inhibition, most hits filed as inhibitors; 360,000 compounds, 0.46% hits; AID 651768, 2012; also: potency is read from the fitted curve at half-maximal effect; % is scaled to controls: 0 for no effect and ±100 for the full control effect; nearly all actives have a fitted effect of over 55% in size
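Fluorescence dequenching readout, ex 525 nm/em 598 nm, kinetic mode: forked duplex DNA (100 nM final) with adjacent fluorophore and quencher unwound by WRN (20 nM final) with 2 mM ATP. Compound preincubation 15 min, room temperature.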
PI5P4Ka inh = qHTS for Inhibitors of phosphatidylinositol 5-phosphate 4-kinase (PI5P4K); Phosphatidylinositol 5-phosphate 4-kinase type-2 alpha (Homo sapiens), P48426; PI5P4Kalpha enzyme, ADP-Glo luminescence, 60 min; stronger effect = lower value; max response, %; 330,000 compounds, 1.2% hits; AID 652105, 2013; active = max response of -50% or lower; inconclusive = between -30% and -50%; inactive = -30% or higher; also: value at the top dose of about 77 µM; % is scaled to controls: 0 for no effect and ±100 for the full control effect
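Quantitative HTS of the MLSMR library against PI5P4Kalpha with substrate. ATP added last at 5 microM final; room temperature, 60 minutes. Remaining ATP depleted, ADP converted and read as luminescence.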
The depositor's hits bear a star; ? = inconclusive; . = no result given; [ ] = another dose, or the depositor's remark. Unless noted, calls follow the shape of the dose curve; as a rule, active = well fitted curve in the direction sought with a large enough effect; inconclusive = small, poorly fitted or top-dose-only effect, or another doubt; inactive = no such curve, though single readings can be large; an effect the other way counts as inactive or inconclusive.

SMILES	FUS suppressor	Abeta yeast res	EPAC1 agonist	EPAC1 antag	aSyn yeast inh	IL-2 act	PLK1 PBD block	WRN helicase inh	PI5P4Ka inh
COc1ccc(C2=NOC(Cn3nc(-c4ccccc4C)cc3C(=O)O)C2)cc1 (stereo unspecified)	-13.3%	5.9%	-0.4%	-0.7%	-1.5%	0.2	-8.1%	-1.1%	9.3
COc1ccc(N2C(=O)CC(Nc3ccc(F)cc3)C2=O)c([N+](=O)[O-])c1 (stereo unspecified)	-25.6%	9.2%	4.9%	-3.0%	7.1%	-5.1	-1.1%	-4.9%	-6.9
O=C(CCC1CCN(Cc2ccccc2Cl)CC1)NC1CC1	-9.8%	-13.3%	-3.3%	-5.5%	14.2%	1.3	1.0%	4.4%	-2.7
Cn1ncc2c(=S)nc(Cl)[nH]c21	10.9%	-34.0%[inhibitor]	9.7%	2.9%	-33.5%[inhibitor]	-1.0	26.7µM*	-30.8%	?
CC(=O)Nc1cc2c(cc1Cl)-c1ccccc1C2	.	5.8%	-6.6%	4.4%	-3.6%	-5.6	1.1%	12.4%	-0.5
COc1ccc(NC2=C(Cl)C(=O)N(c3ccccc3)C2=O)c(OC)c1	1.0%	-1.1%	-0.8%	-8.1%	0.3%	-0.9	?	-6.2%	6.1
COc1ccc(C2CCN(Cc3cccnc3)CC2O)cc1 (stereo unspecified)	22.6%	-7.4%	-2.0%	12.2%	6.5%	0.3	-1.4%	5.5%	7.9
CC(C)CC(=O)NC1(C(F)(F)F)C(=O)Nc2c1c(=O)n(C)c(=O)n2C (stereo unspecified)	19.6%	-9.3%	-5.2%	-4.9%	4.6%	0.2	-7.8%	18.4%	3.4
CCCN1C/C(=C/c2ccc3c(c2)OCO3)C(=O)/C(=C/c2ccc3c(c2)OCO3)C1	33.8%	-20.9%	4.4%	-12.7%	5.3%	3.3	-23.0%	-15.5%	-21.7
COC(=O)/C=C1/N/C(=N\c2nc(C)cc(C)n2)N(c2ccc(C)c(C)c2)C1=O	-1.8%	1.4%	-0.2%	-2.8%	4.9%	3.3	-4.8%	-15.2%	0.3
O=C(CP(=O)(c1ccccc1)c1ccccc1)N1CCOCC1	-2.0%	1.3%	12.5%	16.1%	-5.5%	-0.9	-11.0%	4.6%	0.6
COc1ccccc1C1(CC(=O)Nc2nccs2)CCOC(C(C)C)C1 (stereo unspecified)	19.0%	2.3%	5.3%	-6.6%	6.1%	-0.6	-8.1%	-13.2%	.
COc1ccccc1NC(=O)CSc1nnc(-c2ccoc2C)n1C	7.2%	-5.5%	11.9%	5.0%	1.8%	-1.4	4.6%	-1.8%	-1.7
CC1CCN(Cc2cnc(Cl)s2)CC1	-36.9%	-12.8%	2.1%	-11.1%	0.3%	1.3	-3.5%	-3.4%	7.9
Cc1c(C(=O)N/N=C/c2cccnc2)nnn1-c1nonc1N	3.6%	-7.7%	6.9%	1.3%	-1.7%	4.3	-7.5%	-25.9%	6.9
CCOC(=O)c1cn(CC)c2ccc(S(=O)(=O)N3CCC(C)CC3)cc2c1=O	23.7%	-7.7%	4.9%	-7.7%	0.8%	-1.8	-6.9%	9.1%	.
Cc1ccc(NC(=O)N2CCC(O)(c3ccc(Cl)cc3)CC2)cc1	17.4%	0.1%	-2.9%	0.1%	19.8%	-1.0	-11.0%	-8.3%	0.0
CS(=O)(=O)N1CCC(C(=O)Nc2cccc(C(F)(F)F)c2)CC1	11.0%	12.8%	-10.3%	-12.8%	0.7%	1.1	-3.6%	7.7%	4.6
CC1(C(=O)Nc2cccc(NS(C)(=O)=O)c2)Cc2c(-c3cccc(C(N)=O)c3)ccnc2O1 (stereo unspecified)	0.5%	25.3%	2.1%	11.9%	0.1%	0.6	-1.4%	-7.9%	-3.8
Cc1ccc(C(=O)Nc2ncc(C)s2)s1	12.5%	20.1%	7.3%	-9.6%	-10.4%	0.0	-5.2%	-10.5%	0.7
CCOC(=O)N1CCN(C(=O)C(=O)Nc2ccc3nc4n(c(=O)c3c2)CCCCC4)CC1	18.9%	4.5%	1.4%	-16.4%	0.2%	-0.8	-16.9%	-5.3%	7.8
COC(=O)c1ccc(NC(=O)CN2C(=O)c3ccccc3S2(=O)=O)cc1	3.4%	-12.7%	5.7%	-17.5%	0.5%	-2.8	-19.5%	-2.1%	7.0
Cc1ccc(O)c(C(=O)c2cnc3c(c2)CN(C)C(=O)N3)c1	61.1%	-13.2%	7.9%	10.0%	-8.6%	2.4	-16.5%	3.1%	.
O=C(NCCc1c[nH]c2ccccc12)C1CCN(c2nnc(N3CCCC3=O)s2)CC1	44.0%	6.9%	0.9%	-10.6%	-2.7%	-0.4	-9.2%	-7.0%	-2.9
Cc1occc1C(=O)NNC(=S)Nc1ccccc1	5.1%	11.9%	7.5%	-6.0%	-4.1%	0.2	-9.5%	-1.6%	.
COc1ccc(CN2CCC(n3nccc3NC(=O)C3CC3)CC2)c(OC)c1OC	22.2%	7.3%	7.8%	11.6%	-2.7%	-2.4	-14.8%	-7.1%	3.0
Nc1cc(N2CCOCC2)c(Cl)cc1[N+](=O)[O-]	14.6%	17.1%	4.8%	-7.1%	-0.5%	-1.8	11.4%	-26.5%	2.1
O=C(O)c1ccccc1-c1ccccc1C(=O)Nc1ccc(-c2nc3cc(Cl)ccc3o2)cc1	?	.	4.0%	?	-64.1%[inhibitor]	0.1	21.2µM*	-19.5%	-0.5
O=C1c2ccccc2C2(c3ccc(F)cc3)NCCN12 (stereo unspecified)	-13.5%	1.2%	-1.3%	5.7%	-1.7%	-0.8	6.8%	-12.6%	2.7
Cc1ccc(C)c(N(CC(=O)NCC2CCCO2)C(=O)CCC(=O)Nc2nccs2)c1 (stereo unspecified)	7.5%	-4.4%	5.6%	4.2%	-2.4%	0.4	-2.2%	-3.2%	1.2
COc1cnn(Cc2ccccc2)c(=O)c1SCc1ccccc1	15.1%	9.5%	1.5%	-20.9%	0.5%	-6.1	?	2.2%	4.6
O=C(c1ccc2c(=O)n3c(nc2c1)CCCCC3)N1CCN(c2ccc([N+](=O)[O-])cc2)CC1	7.2%	1.3%	3.7%	2.3%	0.1%	-5.2	-12.3%	-4.1%	2.2
Cc1cc(OC(=O)c2c(Cl)cccc2Cl)nc(C)n1	?	13.1%	4.6%	-0.8%	-1.3%	-1.2	-12.8%	3.8%	.
O=C(NCc1ccc2c(c1)OCO2)c1ccc2c(=O)n(C3CCCC3)c(=O)[nH]c2c1	?	-0.3%	9.8%	-6.4%	-3.0%	3.7	-10.5%	-3.2%	.
CN1CCN(S(=O)(=O)c2ccc(N(C)Cc3ccc(OC(F)F)cc3)c([N+](=O)[O-])c2)CC1	6.3%	-2.6%	-4.0%	-0.7%	1.3%	-6.8	-1.2%	-11.4%	7.3
Cc1nnsc1SCCNC(=O)c1c(F)cccc1F	.	-2.3%	7.3%	7.6%	3.5%	-1.7	-4.5%	-14.5%	15.0
OCc1nc2ccccc2n1Cc1ccc(Cl)cc1	19.5%	2.9%	0.3%	-3.7%	-3.1%	0.3	-7.7%	-8.6%	6.4
CC1=C(C(=O)OCc2ccc3c(c2)OCO3)C(c2ccc(F)cc2)NC(=O)N1 (stereo unspecified)	6.8%	-4.4%	10.8%	-1.9%	0.3%	-2.3	0.1%	-21.7%	.
COc1ccccc1OCC(=O)Nc1sc2c(c1C(N)=O)CCC2	-7.8%	-22.1%	-12.3%	-22.5%	-7.7%	-0.3	-17.6%	-11.5%[11.6 µM]	?
CCOP(=O)(Nc1cccc2oc(=O)c3ccccc3c12)OCC	.	-1.9%	-2.7%	-1.0%	7.9%	2.4	-5.5%	0.0%	60.9

Shown as a hit in PLK1 PBD block (from the list above):
Compound	EPAC1 antag	IL-2 act	PLK1 PBD block	WRN helicase inh	PI5P4Ka inh
Cn1ncc2c(=S)nc(Cl)[nH]c21	2.9%	-1.0	26.7µM*	-30.8%	?
O=C(O)c1ccccc1-c1ccccc1C(=O)Nc1ccc(-c2nc3cc(Cl)ccc3o2)cc1	?	0.1	21.2µM*	-19.5%	-0.5

(list continues)
SMILES	FUS suppressor	Abeta yeast res	EPAC1 agonist	EPAC1 antag	aSyn yeast inh	IL-2 act	PLK1 PBD block	WRN helicase inh	PI5P4Ka inh
O=C(C1CCC(CNS(=O)(=O)c2ccc(F)cc2)CC1)N1CCOCC1 (stereo unspecified)	-4.5%	-1.6%	-9.4%	-27.4%	0.5%	-1.5	0.7%	-26.8%	-0.6
NS(=O)(=O)c1cccc(NC(=O)CSc2nnc(-c3ccncc3)n2C2CC2)c1	5.1%	-4.1%	1.3%	5.7%	-0.1%	1.1	1.6%	-6.4%	-19.7
Cc1ccc(C)c(OCc2nnc(SCC(=O)NCc3ccc4c(c3)OCO4)o2)c1	21.3%	21.3%	3.1%	-21.0%	18.8%	1.7	2.1%	-0.9%	-4.7
CCC(CC)NC(=O)C1CCN(S(=O)(=O)c2cccs2)CC1	7.0%	6.2%	0.0%	-13.0%	3.2%	0.2	1.8%	-6.5%	.
O=C(O)C1c2ccccc2C(=O)N(Cc2ccc(F)cc2)C1c1ccncc1 (stereo unspecified)	5.7%	12.5%	-9.7%	8.7%	-1.3%	1.8	4.7%	4.5%	4.1

Compound activity (PubChem)
